Lamin A splicing: LMNA splicing modulation; HeLa LMNA splicing GFP/RFP minigene ratio, 48 h; Potency, µM (doses to about 46.1 µM), for inactives: at the top dose ratio change, negative = inhibition, usual class: inhibitors; actives 0.01% (n = 200,000); AID 1487; active means well fitted inhibition curve with a large enough effect in the signal ratio, with a control signal flat, not every such curve was filed as active; inconclusive means small, poorly fitted or top-dose-only effect, or effect the other way, or a change in a side signal; the % refers to the signal ratio; further: potency means the concentration at half of the fitted maximal effect; on the % scale 0 is the no-effect control and ±100 the full control effect
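S3 HeLa stable clones carrying a lamin A-EGFP splicing minigene plus DsRed2 were seeded at 600 cells/well in Opti-MEM with 2% FBS, pin-dosed and incubated 48 h at 37°C. Acumen cytometry (488 nm) gave the GFP/RFP total-intensity ratio.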
Epigenetic reg: epigenetic control regulation, reporter derepression | actives 0.2% (n = 280,000) | murine LDR cells, GFP reporter derepression, 30 h | AID 1865 | Potency, µM (highest dose often 53.9 µM), for inactives: at the highest dose GFP activation, most hits filed as activators; further: potency means the concentration at half of the fitted maximal effect; % of control where 0% means no effect; nearly all actives have a fitted effect of over 60% in size
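Murine LDR cells carrying a silenced, genomically integrated CMV-driven GFP reporter were exposed to compound for 30 hours at 37 C. After PBS washes, GFP-positive cells (20–120 um objects) were counted by laser-scanning microplate cytometry.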
aGal spleen mod: alpha-galactosidase A (human) modulation | human spleen homogenate, 4MU-alpha-Gal fluorescence, 40 min | actives 0.008% (n = 240,000) | Potency, µM (highest dose often 80 µM), for the others: at the highest dose activity change, negative = inhibition, actives largely listed as inhibitors | P06280;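 further: potency means the concentration at half of the fitted maximal effect; 0% = enzyme with vehicle and -100% = no enzyme basal signal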
Target sequence (P06280 32-429 limits assumed): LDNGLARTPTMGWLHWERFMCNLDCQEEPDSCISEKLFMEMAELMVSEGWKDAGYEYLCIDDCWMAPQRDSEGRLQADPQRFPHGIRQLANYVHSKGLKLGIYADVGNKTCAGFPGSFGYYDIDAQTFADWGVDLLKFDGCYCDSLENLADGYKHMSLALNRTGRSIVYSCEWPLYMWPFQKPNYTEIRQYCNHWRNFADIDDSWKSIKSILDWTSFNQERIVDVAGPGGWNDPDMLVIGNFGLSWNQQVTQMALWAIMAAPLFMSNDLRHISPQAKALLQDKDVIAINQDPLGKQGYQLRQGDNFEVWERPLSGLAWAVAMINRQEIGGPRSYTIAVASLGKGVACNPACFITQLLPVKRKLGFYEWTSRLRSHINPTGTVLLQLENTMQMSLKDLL
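Human spleen homogenate (1 ug) was the enzyme source, with 4-methylumbelliferyl-alpha-D-galactopyranoside (1 mM final) in pH 5.0 citrate buffer with 0.01% Tween-20. Compounds were titrated; after 40 min at 37C, NaOH/glycine stop, 4-MU fluorescence read; AC50 from Hill fits.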
CBFb RUNX1 block: inhibitors of human CBF-beta and RUNX1 interaction | Potency, µM (top dose mostly 59.8 µM), without a hit: at the top dose activity, negative = inhibition, most hits filed as inhibitors | AID 1477 | Q01196+Q13951 | 230,000 tested, under 10 active | AlphaScreen CBFb-His/RUNX1-biotin binding, biochemical; further: % of control where 0% means no effect
Target sequence (Q01196 whole entry, looked up): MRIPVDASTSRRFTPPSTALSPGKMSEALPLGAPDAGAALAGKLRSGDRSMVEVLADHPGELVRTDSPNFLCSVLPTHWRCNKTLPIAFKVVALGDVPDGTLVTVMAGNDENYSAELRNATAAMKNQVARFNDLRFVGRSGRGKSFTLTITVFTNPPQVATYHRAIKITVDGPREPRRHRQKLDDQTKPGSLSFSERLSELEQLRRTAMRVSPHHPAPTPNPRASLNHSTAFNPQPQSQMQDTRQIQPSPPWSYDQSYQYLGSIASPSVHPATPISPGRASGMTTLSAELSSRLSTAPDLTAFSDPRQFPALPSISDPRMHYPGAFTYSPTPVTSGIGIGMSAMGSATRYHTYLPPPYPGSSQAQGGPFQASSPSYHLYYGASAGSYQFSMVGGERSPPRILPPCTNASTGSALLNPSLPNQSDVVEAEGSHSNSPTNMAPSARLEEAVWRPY
Target sequence (Q13951 whole entry, looked up): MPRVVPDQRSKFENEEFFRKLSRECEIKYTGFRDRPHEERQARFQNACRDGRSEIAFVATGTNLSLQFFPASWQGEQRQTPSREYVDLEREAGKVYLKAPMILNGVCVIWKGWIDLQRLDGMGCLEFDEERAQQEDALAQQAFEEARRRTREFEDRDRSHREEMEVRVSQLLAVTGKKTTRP
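CBFb-His/RUNX1-biotin, 30 nM each, preincubated 20 min RT; compound 15 min RT; Ni + streptavidin beads 50 ng each, 90 min RT; AlphaScreen read.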
NPSR antagonist: blocks cAMP signaling of the human neuropeptide S receptor. Q6W5P4. CHO-NPSR cells, cAMP TR-FRET, antagonist mode. Potency, µM (highest dose often 38.3 µM), for the others: at the highest dose activity change, negative = inhibition, hits mostly inhibitors. actives 1% (n = 220,000). AID 1461; further: potency means the concentration at half of the fitted maximal effect; on the % scale 0 is the no-effect control and ±100 the full control effect; nearly all actives have a fitted effect of over 50% in size; many of its hits are not listed in these tables
KinaseGlo FLuc: counter-screen: inhibitors of Kinase-Glo firefly luciferase; Potency, µM (titrated, usually from 38.3 µM), for inactives: at the top dose activity change, negative = inhibition, hits mostly inhibitors; Kinase-Glo luciferase, ATP luminescence, 8 min; AID 1379; Q27757; actives 0.28% (n = 200,000); further: potency means the concentration at half of the fitted maximal effect; on the % scale 0 is the no-effect control and ±100 the full control effect; nearly all actives have a fitted effect of over 60% in size
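Inhibition of Kinase-Glo luciferase light generation was assessed at 10 uM ATP in pH 7.2 imidazole buffer, with luminescence measured after eight minutes at ambient temperature.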
IMPase Li inh: membrane-permeable IMPase blocker, potentiated with lithium. CHO-M1 cells, IP1 TR-FRET (IP-One), carbachol + lithium. Potency, µM (top dose mostly 59.4 µM), without a hit: at the highest dose activity, negative = IMPase inhibition, actives largely listed as inhibitors. actives 0.35% (n = 210,000). AID 1457;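 further: IP1 builds up when IMPase is blocked and the TR-FRET signal falls; potency means the concentration at half of the fitted maximal effect; plate controls were basal vehicle for no effect and high inhibitor control for full effect; nearly all actives have a fitted effect of over 50% in size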
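Lithium-sensitised IP1 accumulation assay; M1-expressing CHO cells treated 30 min at 37C with compound. Competitive antibody detection by time-resolved FRET followed a 10 min room-temperature lysis step.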
An asterisk follows results filed as active; u = inconclusive; x = no result given; & = joins results of further samples; [ ] = remark or other dose. Unless noted, the call rests on the fitted dose curve; in most records, active means well fitted curve in the direction sought with a large enough effect; inconclusive means small, poorly fitted or top-dose-only effect, or another doubt; inactive means no such curve, though single readings can be large; an effect the other way counts as inactive or inconclusive. This is a subset. The share of hits here may be higher or lower than overall.

Every second line gives: Lamin A splicing	Epigenetic reg	aGal spleen mod	CBFb RUNX1 block	NPSR antagonist	KinaseGlo FLuc	IMPase Li inh
> O=C(C1CCCCC1)N1CCCC(c2nc3c(nnn3Cc3ccccc3)c(=O)[nH]2)C1 (centres undefined)
    10.4%	-0.1%	5.6%	-0.8%	u	-2.1%	-6.8%[38.3 µM]
> c1ccc(OCc2nn3c(C4CCCCC4)nnc3s2)cc1
    -22.5%	-2.7%	1.4%	3.6%	-4.0%[46.1 µM]	-4.0%	1.3%[38.3 µM]
> CCOC(=O)C(NC(C)=O)(Nc1ccc(S(=O)(=O)Nc2ccncn2)cc1)C(F)(F)F (centres undefined)
    -11.0%	-2.0%	1.7%	2.4%	9.0%[46.1 µM]	-1.6%	-0.6%
> CCCCN(C)CCn1c(=S)[nH]c2cc(OCC)c(OCC)cc2c1=O
    x	-1.0%	-7.3%	-1.4%	-3.3%	-3.5%	-1.3%
> CNC(=O)CCCc1nc(-c2ccccc2Cl)no1
    4.7%	2.8%	-6.5%	-3.3%	u	-6.5%	11.7%[38.3 µM]
> COC(=O)c1cccc(N2C(=O)c3ccccc3S2(=O)=O)c1
    8.3%	-1.6%	-9.6%	6.1%	-9.3%[46.1 µM]	-7.6%	9.6%[38.3 µM]
> Cc1ccccc1NC(=S)c1nc2ccccc2[nH]1
    u	-0.9%	1.8%	x	-7.4%	-5.5%	8.8%
> Cc1ccc(C)c(S(=O)(=O)N/N=C/c2ccc(F)cc2)c1
    u	-1.3%	-10.9%	-3.1%	-8.6%	0.0%	-1.3%
> CCOC(=O)c1nc(C)nc(Sc2n[nH]c(-c3cc(C(F)(F)F)cc(C(F)(F)F)c3)n2)c1C
    x	0.0%	10.8%	0.5%	-20.4%	x	x
> COc1ccccc1NC(=O)N(Cc1ccccc1)c1ccccn1
    1.8%	-1.1%	-1.8%	15.7%	-17.1%[46.1 µM]	-5.8%	21.9%[38.3 µM]
> C#CCOCCOCCOCCNc1nc(N2CCN(C(=O)[C@H](Cc3ccc(O)cc3)n3cc([C@@H](N)C(C)CC)nn3)CC2)nc(N2CCN(C(=O)[C@H](Cc3cc4ccccc4[nH]3)n3cc([C@@H](N)Cc4ccc(O)cc4)nn3)CC2)n1 (some centres undefined)
    x	7.3%	1.4%	u	-20.6%	x	x
> O=C(NCc1ccccc1)OCCN1CCN(Cc2ccccc2)CCC1=O
    1.7%	-3.7%&-4.3%	-22.1%[119 µM]	-8.3%[89.1 µM]	12.1%	3.1%[39.9 µM]	6.2%&-1.1%
> CC(C)(C)Nc1nc2ccc([N+](=O)[O-])cc2o1
    x	-0.1%	4.7%	11.6%	-12.8%	x	x
> CC(C)(C)S(=O)(=O)c1cnc(-c2ccccn2)nc1N
    x	-1.4%	-5.4%	x	0.1%[7.67 µM]	x	x
> Cn1cccc1CC(=O)N/N=C\c1c2ccccc2cc2ccccc12
    1.5%	-0.2%	2.5%	-21.2%	u	-2.7%	11.6%[38.3 µM]

The list continues.
Every second line gives: Lamin A splicing	Epigenetic reg	aGal spleen mod	CBFb RUNX1 block	NPSR antagonist	KinaseGlo FLuc	IMPase Li inh
> COCCNC(=O)c1ccccc1NC(=O)c1ccccc1SC
    x	2.9%	-9.5%	8.2%	4.4%	4.1%	6.4%
> Cc1ccc(C)c(CSc2nnc(-c3cccs3)n2Cc2ccco2)c1
    u	-0.9%	3.5%	-2.6%	u	-5.2%	14.8%[38.3 µM]
> Cc1ccc([N+](=O)[O-])cc1NC(=O)Nc1cccc(F)c1
    x	2.1%	-7.4%	0.0%	48.0%	x	x
> COc1cc(C(=O)CCN2CCC(c3ccccc3)C2)cc(OC)c1OC (centres undefined)
    -22.3%	-3.0%	8.4%	9.3%	-6.2%	0.3%	4.9%
> CCN1CCN(c2ncc(C(=O)Nc3cc(Cl)c(OC)cc3OC)c3ccccc23)CC1
    -10.8%	0.0%	-22.6%	2.7%	19.5%	-1.5%	24.7%
> O=C(NCc1ccco1)c1ccc(S(=O)(=O)N2CCCc3ccccc32)cc1
    u	0.0%	2.4%	3.6%	u	1.2%	50.9%[activator][38.3 µM]
> CCOC(=O)c1c(C)[nH]c(C(=O)COC(=O)c2ccc(F)c(S(=O)(=O)N3CCOCC3)c2)c1C
    2.8%	4.4%	6.2%	0.8%	u	2.4%	u
> N#Cc1ccccc1/C=N/Nc1nc(-c2ccccc2)c2cc(Br)ccc2n1
    -5.4%	1.4%	-3.2%	-0.7%	u	-10.4%	7.2%[38.3 µM]
> O=C1CCCC(O)=C1N=Nc1c(Cl)cc(C(F)(F)F)cc1Cl
    x	4.1%	-5.3%	u	-19.0%	x	x
> O=C(NN=C1CCCC1)c1[nH]c2ccc(Br)cc2c1-c1ccccc1
    x	u	0.2%	-2.0%	u	x	x
> CCc1ccc(NC2=CC(=O)CC(c3ccco3)C2)cc1 (centres undefined)
    1.0%	0.8%	3.8%	-1.2%	-9.1%[46.1 µM]	-0.6%	-13.7%[38.3 µM]
> COc1ccc(CNc2oc(COc3ccccc3)nc2C#N)cc1
    1.6%[0.0737 µM]	-0.2%	0.4%	-7.5%	-11.0%[46.1 µM]	2.0%	14.2%[38.3 µM]
> COc1ccc(-n2nc([N+](=O)[O-])c(=NCCC3=CCCCC3)n2O)cc1
    u	-1.5%	4.3%	u	-25.8%	0.9%	29.9%
> O=S(c1ccc2ccccc2c1)c1cnns1 (centres undefined)
    u	13.5%	0.5%	-3.8%	10µM*	-5.1%	-4.8%[38.3 µM]
> O=C(c1csnn1)N1CCC[C@@]2(CCN(c3ncccn3)C2)C1
    x	x	12.2%	x	x	-1.7%	4.9%

Going on with the list:
Every second line gives: Lamin A splicing	Epigenetic reg	aGal spleen mod	CBFb RUNX1 block	NPSR antagonist	KinaseGlo FLuc	IMPase Li inh
> CNC(CC(=O)c1ccc([N+](=O)[O-])cc1)C(Cl)(Cl)Cl (centres undefined)
    u	u	-7.6%	-25.3%	u	2.8%	8.3%
> COc1cccc(C(=O)NC(=S)Nc2ccc(N(C)C)cc2)c1
    u	0.9%	-6.1%	x	-1.8%	0.0%	13.8%
> CCc1cccc(OCC(=O)Nc2ccc(S(=O)(=O)Nc3onc(C)c3C)cc2)c1
    -5.5%	1.6%	-4.5%	-0.3%	-15.0%[46.1 µM]	0.6%	-3.3%[38.3 µM]
> CC(OC(=O)CCCSc1nc2ccccc2s1)C(=O)NC(N)=O (centres undefined)
    -5.9%[46 µM]	7.7%	0.6%	1.0%	-13.3%	-0.9%	4.5%
> O=S(=O)(O)c1nc2ccccc2n1Cc1cccc2ccccc12
    x	3.0%	6.2%	6.5%	4.6%	x	x
> O=C(COC(=O)c1ccccc1N1C(=O)C2C3CCC(C3)C2C1=O)c1ccccc1 (centres undefined)
    2.3%	0.0%	5.4%	-1.5%	5.4%	-3.3%	-0.7%
> Cc1ccc(C)c(C(=O)CCC(=O)O)c1
    x	0.1%	-2.0%	-0.2%	-1.0%	x	x
> Cn1c(=N)n(CC(=O)O)c2ccccc21
    9.2%	-1.1%	-22.9%	1.1%	5.2%[46.1 µM]	-2.5%	9.9%[38.3 µM]
> O=C(NCCOc1ccccc1)C(c1ccccc1)c1ccccc1
    3.4%	-1.2%	3.4%	6.3%	-21.4%[46.1 µM]	-3.1%	7.2%[38.3 µM]
> C/C(=N\NS(=O)(=O)c1ccccc1)c1cccc(NC(=O)c2cccc(Cl)c2)c1
    -13.6%	-1.0%	4.2%	-9.4%	-16.3%	3.3%	-4.2%
> S=C(Nc1ccc(Oc2ccc(NC(=S)NC3CCCCC3)cc2)cc1)NC1CCCCC1
    u	7.2%	0.1%	2.9%	14.7%	-2.0%	-7.8%
> CC(C)(C)NC(=O)NCc1cccnc1
    x	0.0%	-12.1%	-1.3%	8.4%	x	x
> O=C(CCN1CCOCC1)NCC1COc2ccccc2O1 (centres undefined)
    -2.9%	0.0%	-1.4%	18.3%	10.2%[46.1 µM]	-1.5%	33.8%
> COC(C(=O)Nc1ccc(F)cc1F)c1ccccc1 (centres undefined)
    16.5%	-0.5%	-2.3%	7.5%	7.4%[46.1 µM]	-2.2%	2.5%[38.3 µM]
> CCc1nnc(NC(=O)c2cc(-c3ccco3)nc3ccccc23)s1
    x	-4.2%	-0.4%	u	-6.7%	-0.3%	2.8%

Later entries
Every second line gives: Lamin A splicing	Epigenetic reg	aGal spleen mod	CBFb RUNX1 block	NPSR antagonist	KinaseGlo FLuc	IMPase Li inh
> O=C(COC(=O)c1ccc(Cl)c(S(=O)(=O)N2CCCC2)c1)NC1CCCCC1
    2.5%[46 µM]	-1.4%	3.0%	-2.1%	10.2%	-3.3%	10.1%
> O=c1c2ccccc2ncn1Cc1ccco1
    2.8%	-5.1%	-4.5%	-0.2%	5.0%[46.1 µM]	x	x
> COCCCn1c(=N)c(C(=O)NCC2CCCO2)cc2c(=O)n3cccc(C)c3nc21 (centres undefined)
    -6.7%	-1.0%	19.6%	-8.5%	1.9%	0.1%	-3.0%
> CCCCC(CC(O)COCC(C)C)C(=O)NN (centres undefined)
    x	3.0%	10.8%	5.6%	15.3%	-0.8%	13.2%
> CC1CCN(S(=O)(=O)c2ccc(NC(=S)NC(=O)c3ccc(Cl)cc3)cc2)CC1
    -2.0%	-1.0%	-0.6%	7.7%	-20.7%[46.1 µM]	-2.3%	-16.2%[38.3 µM]
> CCCCOc1ccc(C2C(=O)N(C3CCCCC3)CC(=O)N2CC2CCCO2)cc1 (centres undefined)
    5.5%[0.0737 µM]	-1.8%	-2.0%	-1.4%	-24.7%[46.1 µM]	-4.7%	8.3%[38.3 µM]

Shown as comma-separated lines: 4 of the compounds above.
compound,Lamin A splicing,Epigenetic reg,aGal spleen mod,CBFb RUNX1 block,NPSR antagonist,KinaseGlo FLuc,IMPase Li inh
COCCCn1c(=N)c(C(=O)NCC2CCCO2)cc2c(=O)n3cccc(C)c3nc21 (centres undefined),-6.7%,-1.0%,19.6%,-8.5%,1.9%,0.1%,-3.0%
CCCCC(CC(O)COCC(C)C)C(=O)NN (centres undefined),x,3.0%,10.8%,5.6%,15.3%,-0.8%,13.2%
CC1CCN(S(=O)(=O)c2ccc(NC(=S)NC(=O)c3ccc(Cl)cc3)cc2)CC1,-2.0%,-1.0%,-0.6%,7.7%,-20.7%[46.1 µM],-2.3%,-16.2%[38.3 µM]
CCCCOc1ccc(C2C(=O)N(C3CCCCC3)CC(=O)N2CC2CCCO2)cc1 (centres undefined),5.5%[0.0737 µM],-1.8%,-2.0%,-1.4%,-24.7%[46.1 µM],-4.7%,8.3%[38.3 µM]

Screens (PubChem BioAssay)
